Bioassay records (PubChem BioAssay)
MC4R barr agon: activates human MC4R beta-arrestin recruitment; 360,000 compounds, 0.98% hits; AID 540308; U2OS MC4R beta-arrestin complementation, luminescence; percent of melanotan II response, DMSO zero; P32245; activation, % at 8.9 µM;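 active = activation above a per-plate cutoff, the mean activation of sample wells on that plate plus 3 SD, cut at about 8% in these data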
PDI turbidity: PDI (human) enzyme inhibition | P07237 | PDI insulin aggregation turbidity, A650, 90 min | inhibition, % at 10 µM | 350,000 compounds, 0.052% hits | AID 588391;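 active = mean inhibition across replicates of 30% or more, whatever share of single replicates reach that level; inconclusive = mean inhibition below 30% while every single replicate reaches 30%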;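 note: absorbance from insulin aggregation driven by PDI reduction with DTT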
Glyco luc inh: N-linked glycosylation inhibition | D54 ERlucT glycosylation luciferase reporter, 24 h; percent of 100 nM tunicamycin response | AID 588692 | reporter increase, % at 12.5 µM | 360,000 compounds, 0.23% hits;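 active = mean luciferase reporter signal, scaled so untreated is 0 and the glycosylation-blocking control 100, at or above a set limit in every replicate; inconclusive = mean reaches the limit but not every replicate does; inactive = mean below the limit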;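 note: luciferase carries N-glycosylation sites so blocking glycosylation raises the light; 0% = median of neutral control wells and 100% = median of 100 nM tunicamycin wells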
CaV13 ICDI inh: Disruptors of the CACNA1D IQ motif to Ca2+-dependent inactivation inhibitor domain association, primary screening, Förster resonance energy transfer in intact living …. 340,000 compounds, 0.098% hits. inhibition, % at 12.3 µM. HEK cells, CFP/YFP FRET ICDI-IQ, plate reader, 10 min; percent FRET-ratio fall versus neutral wells. AID 743397;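 active = mean replicate inhibition of at least 30% and at least 1% of replicates passing that level; inconclusive = only one of the two criteria is met; inactive = neither criterion is met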;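 note: 0% = median of the neutral control wells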
HTR2A ag: activates the mouse 5-HT2A serotonin receptor; 360,000 compounds, 0.66% hits; AID 624169; CHO-K1 mHTR2A beta-arrestin complementation, luminescence; percent of 30 µM serotonin response; P35363; activation, % at 7.6 µM;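 active = activation above a run cutoff, the mean activation of all tested compounds plus 3 SD, cut at about 14% in these data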;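 note: 0% = plate median of compound wells and 100% = 30 µM serotonin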
ABCB6 inh 2: blocks the human ABCB6 transporter. fluorescence ratio to DMSO, % at 10 µM. K562-ABCB6 porphyrin accumulation, flow cytometry, 1 h; stronger effect = lower value. 360,000 compounds, 0.19% hits. Q9NP58;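 active = fluorescence ratio to DMSO below 75%, the collection mean minus 3 SD; inconclusive = too few cells collected in the well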;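 note: signal is porphyrin accumulated inside mitochondria; 100% equals median channel fluorescence of DMSO control wells; lower ratio means ABCB6 inhibition with less porphyrin fluorescence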
ABHD5 PLIN5 PPI: blocks binding of human ABHD5 to perilipin-5 | inhibition, % at 4 µM | Split G. princeps luciferase complementation, luminescence, 4 h | 360,000 compounds, 0.78% hits | AID 602281;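 active = inhibition above the mean inhibition across every tested compound plus 3 SD, cut at about 22% in these data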;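 note: 0% = DMSO only wells and the 100% control is not disclosed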
Target sequence (Q00G26 whole entry, looked up): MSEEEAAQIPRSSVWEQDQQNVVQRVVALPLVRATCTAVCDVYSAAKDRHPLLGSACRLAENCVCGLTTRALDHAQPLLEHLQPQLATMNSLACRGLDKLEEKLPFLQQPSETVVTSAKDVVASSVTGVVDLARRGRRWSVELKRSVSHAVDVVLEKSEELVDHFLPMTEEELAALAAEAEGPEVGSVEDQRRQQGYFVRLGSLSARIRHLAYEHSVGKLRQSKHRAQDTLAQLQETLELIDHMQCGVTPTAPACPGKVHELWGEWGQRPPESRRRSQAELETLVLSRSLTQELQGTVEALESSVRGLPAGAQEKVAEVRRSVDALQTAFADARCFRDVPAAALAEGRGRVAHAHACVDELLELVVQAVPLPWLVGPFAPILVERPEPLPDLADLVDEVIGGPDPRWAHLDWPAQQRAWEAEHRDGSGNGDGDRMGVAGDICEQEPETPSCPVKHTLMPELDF
Target sequence (Q8WTS1 whole entry, looked up): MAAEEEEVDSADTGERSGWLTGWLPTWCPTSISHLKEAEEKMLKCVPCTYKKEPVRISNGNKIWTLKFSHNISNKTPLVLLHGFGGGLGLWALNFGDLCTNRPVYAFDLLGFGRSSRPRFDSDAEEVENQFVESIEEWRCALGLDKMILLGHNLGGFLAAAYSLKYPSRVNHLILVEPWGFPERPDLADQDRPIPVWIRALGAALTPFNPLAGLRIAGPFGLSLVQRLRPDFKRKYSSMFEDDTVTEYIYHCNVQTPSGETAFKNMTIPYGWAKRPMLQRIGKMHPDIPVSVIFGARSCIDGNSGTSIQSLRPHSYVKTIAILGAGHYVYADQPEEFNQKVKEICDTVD
Granule exo inh: lytic granule exocytosis inhibition. TALL-104 LAMP-1 surface exposure, flow cytometry; cells stimulated with thapsigargin and PMA. inhibition, % at 10 µM. 360,000 compounds, 0.66% hits;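 active = inhibition above about 55%, limit read from the data; inconclusive = no clear call, values can overlap the other calls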
MC4R antag cAMP: blocks human MC4R cAMP signaling; P32245; MC4R-expressing cells, MTII-stimulated cAMP, LANCE TR-FRET; inhibition, % at 6.5 µM; 360,000 compounds, 0.48% hits;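 active = inhibition above its plate's cutoff, the mean of tested wells on that plate plus 3 SD, cut at about 29% in these data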;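 note: 0% = Melanotan II alone and 100% = Melanotan II plus saturating MCL0020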
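Assay system: U2OS-MC4R stable cell line; Also added: Melanotan II; Technique: Eu-cAMP/anti-cAMP TR-FRET, emission 671 nm; Times: 30-min compound, 1-h challenge, 1-h detection, room temperature.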
H9c2 protect: myocardial damage modulation in H9c2 cells. H9c2 cardiomyocytes, H2O2 injury protection, ATPLite, 2 h. protection from H2O2 cell death, % at 20 µM. 360,000 compounds, 0.63% hits. AID 588492;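 active = compounds giving at least 50% protection of heart cells from peroxide-induced death in the single-dose screen, raw or plate-pattern-corrected value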;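 note: 0% = DMSO wells with peroxide and 100% = DMSO wells without peroxide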
* = called active by the depositor; ? = inconclusive; / = no result given. An unsorted share of the library; any-hit rate near 4.2%.

Screens in order: MC4R barr agon, PDI turbidity, Glyco luc inh, CaV13 ICDI inh, HTR2A ag, ABCB6 inh 2, ABHD5 PLIN5 PPI, Granule exo inh, MC4R antag cAMP, H9c2 protect
- Oc1c(Cl)cc(Cl)cc1/C=N/c1ncn[nH]1
  -0.6, -53, 2, -28, -3, 101, -2, 3, 4, 26
- CN(c1ccccc1)S(=O)(=O)c1cccc(NC(=O)CC(C)(C)C)c1
  2.0, -2, -2, -3, -2, 103, -6, 0, 17, -8
- Cc1ccc(-c2cc(NC(=O)CCl)n(-c3ccccc3)n2)cc1
  0.8, 2, 21, -2, 0, 127, 8, 0, 26, -10
- CC(=O)Nc1cc(-c2ccc(S(C)(=O)=O)cc2)cn2c(-c3ccc(F)c(Cl)c3)cnc12
  20*, 0, -10, -9, 6, 93, -2, -5, 11, 19
- O=C(O)c1ccc2nc(C(F)(F)F)[nH]c2c1
  -1.7, -7, 1, -5, 5, 93, 7, 1, 0, 1
- CC/C(=N\N=C1\SC(C)C(=O)N1Cc1ccco1)c1ccccc1 (configuration not stated)
  -0.7, -2, -3, -4, 1, 97, 4, 0, 7, -6
- CCc1cc(=O)oc2c(C)c(OCC(=O)NCCCn3ccnc3)ccc12
  -0.5, 0, 1, -7, 2, 101, 10, -4, -7, -1
- O=C1NC[C@@H](c2ccccc2)OC(=O)[C@@H](Cc2ccc(F)cc2)C/C=C\C[C@@H]1CC(=O)N(CCO)Cc1ccccc1
  -2.3, -2, 5, -4, -4, 95, -10, 55, 11, 22
- O=C1CCC([N+](=O)[O-])C(c2ccc(Br)cc2)N1 (configuration not stated)
  -0.8, -1, 1, -6, 1, 104, 0, 11, -1, 6
- O=C(NCc1cn2ccccc2n1)c1ccccc1
  1.7, -3, -2, 0, 1, 93, -2, -1, -5, 0
- Cc1ccc(S(=O)(=O)Nc2ccc(F)cc2)cc1C(=O)N1CCOCC1
  -2.6, 5, 1, -7, -1, 106, -8, -4, 5, -2
- C=CCOc1c2ccc(C(=O)NCc3ccccc3OC)cc2nn1C
  0.7, -10, 0, -11, 2, 99, 0, -10, -9, 0
- O=C(CCC1CCCC1)NNC(=O)c1cc2ccccc2cc1O
  -1.2, -1, -1, -4, -3, 97, -8, 8, 5, 14
- O=C(Nc1ccc(F)cc1)c1cccnc1
  -0.5, 4, 0, -6, 7, 97, -2, ?, -5, -3
- Cc1cccc(S(=O)(=O)NC(=O)C2(C)CCN2C(=O)c2cccc(F)c2)c1 (configuration not stated)
  -0.5, 2, -1, -11, -3, 92, -10, 0, -1, 7
- O=C(CCNC(=O)Cn1ccc2ccccc2c1=O)NCCc1ccccc1Cl
  -1.6, 0, 1, -4, 1, 92, 2, -2, 12, 0
- CC[C@@H]1CCC[C@@H](O)[C@@H](C)C(=O)O[C@H](C)[C@@H](C)C/C=C(C)/C(OC)=C\C(=O)N(C)C([C@@H](C)CC)C(=O)N(C)[C@@H](C(C)C)C(=O)N(C)[C@@H](COC)C(=O)N2CCC[C@H]2C(=O)N(C)[C@@H](C(C)C)C(=O)N2CCC[C@H]2C(=O)O1 (some centres not stated)
  /, /, -10, -8, -1, 98, 5, 2, /, -12
- O=C(CN1CCN(S(=O)(=O)/C=C/c2ccccc2)CC1)Nc1ccccc1N1CCOCC1
  1.2, 4, -3, -7, -3, 95, 5, 18, 5, 14
- Cc1nc(=S)c2ccccc2[nH]1
  1.4, -16, 2, /, 3, 99, 1, 3, 4, 40
- CC(OC(=O)CCC(=O)c1ccccc1)C(=O)Nc1ccc(F)cc1 (configuration not stated)
  -0.4, 5, 1, -5, -2, 98, -2, 2, 3, 6

Taken from above:
For Granule exo inh, CC(OC(=O)CCC(=O)c1ccccc1)C(=O)Nc1ccc(F)cc1 (configuration not stated) has 2
For CaV13 ICDI inh, C=CCOc1c2ccc(C(=O)NCc3ccccc3OC)cc2nn1C has -11

Later entries
Screens in order: MC4R barr agon, PDI turbidity, Glyco luc inh, CaV13 ICDI inh, HTR2A ag, ABCB6 inh 2, ABHD5 PLIN5 PPI, Granule exo inh, MC4R antag cAMP, H9c2 protect
- COc1ccc(C(C#N)CC(=O)c2ccc(OCc3ccccc3)c(OC)c2)cc1OC (configuration not stated)
  -0.2, -5, -1, -7, 0, 95, -2, -1, 15, -4
- COCCN(C(=O)CSc1nc2ccccc2o1)c1c(N)n(Cc2ccccc2)c(=O)[nH]c1=O
  -2.1, 1, 0, -3, -2, 98, 5, 3, 2, -3
- COc1cc(C(O)c2nc(/C=C/c3ccc(C(F)(F)F)cc3)cs2)ccc1F (configuration not stated)
  -0.6, 1, -1, -12, 4, 96, 2, -5, -4, -8
- Cc1ccc(NC(=S)NNc2ccc(C(=O)O)cc2[N+](=O)[O-])cc1C
  -3.1, 7, -2, -19, 5, 94, -7, -2, 2, -1
- C/C(=N\NC(=O)c1cccc(Cl)c1)c1cccc(NC(=O)c2ccco2)c1
  -0.3, 1, 0, /, -8, 93, -7, 3, 2, 24
- CCc1ccccc1NC(=S)N(Cc1ccc(C(=O)O)cc1)Cc1ccc(OC)c(OC)c1
  -1.4, -3, 2, -5, 4, 95, 5, 0, -2, 12
- COc1ccc(CN(CC(=O)NCc2ccccc2)C(=O)CCC(=O)Nc2cc(C)ccn2)cc1
  -1.2, -1, 3, -7, 0, 100, 5, 3, 12, -2
- COC(=O)Cn1c(O)c(N=NC(=O)CNC(=O)c2ccc3c(c2)OCCO3)c2ccccc21
  -2.4, -6, 3, -2, 0, 104, -8, -16, -1, 5
- O=C(NCC(F)(F)F)c1ccc(S(=O)(=O)N2CCN(C(=O)C3CCCO3)CC2)cc1 (configuration not stated)
  -1.4, -3, 3, -6, -1, 92, -4, 1, 2, -2
- CCOC(=O)c1ccc(NC(=O)C(CC)(CC)C(=O)OCC)cc1
  2.5, 6, -2, -5, 1, 94, -2, -3, 8, 4
- CN(C)c1ccc2c3c(ccc(N(C)C)c13)C(=O)OC2
  0.8, 8, 2, -11, 4, 99, 4, -6, -2, 46
- CC(Sc1nnc(CN2CCCC2)n1Cc1ccccc1)C(=O)Nc1ccccc1 (configuration not stated)
  -2.2, -7, 1, -5, 0, 97, 0, 9, -9, 2
- Cc1cccc(NC(=O)c2onc3c2CCCC3)n1
  -3.4, -3, -19, -6, 3, 101, 0, -1, 12, -10
- COc1cccc(NC(=O)CSc2nnc(NC(=O)C3CC3)s2)c1
  -0.8, -9, -1, -3, 1, 100, 8, -2, 6, 0
- CN(CC(=O)Nc1ccc(Cl)cc1)C1CCCCC1
  1.1, 9, -2, -3, -6, 96, 0, -4, 16, 3
- Cc1cc(OC(C)C(=O)NCCCN2CCCC2=O)c2c(C)c(C)c(=O)oc2c1 (configuration not stated)
  -1.6, 9, 7, -5, 6, 105, 1, -2, 7, 7
- N=c1c2c(-c3ccccc3)c(-c3ccccc3)oc2ncn1CCN1CCOCC1
  -0.4, 13, -5, -5, -6, 97, 13, 0, 13, 28
- CCN(CC1CCCN(CCc2cccc(F)c2)C1)C(=O)c1ccc(CSC)o1 (configuration not stated)
  0.6, 0, -1, -2, -11, 95, -10, 1, 15, -2
- COC(=O)C1=C(C)N(c2cc(Cl)cc(Cl)c2)C(=O)C1
  0.1, -2, 21, -9, 3, 99, 5, 1, 17, 14
- Cc1ccc2nc(Nc3nc(-c4ccccc4)cc(=O)[nH]3)nc(C)c2c1
  -0.6, 7, 3, -5, 6, 91, 7, -7, -8, 15
- C=CCn1c(=O)c2ccccc2n2c(SCC(=O)NCCc3ccccc3)nnc12
  -4.5, -4, 2, -4, -1, 99, -2, -1, 7, 14
- CCOC(=O)C1(C)CCCN(C(=O)c2c(-c3ccccc3)noc2C)C1 (configuration not stated)
  -2.2, -7, 1, -7, 2, 99, -1, -1, -10, 4
- COc1ccc(CN2C(=O)C(O)(CC(=O)c3c(C)n[nH]c3C)c3ccccc32)cc1OC (configuration not stated)
  0.5, 7, 1, -6, 4, 100, 2, -5, 2, 3
- COC(=O)c1[nH]c2cc(OC)ccc2c1NC(=O)CN1CCN(c2cccc(C)c2)C(C)C1 (configuration not stated)
  -0.6, 1, -3, -3, -1, 95, 0, 0, -17, 10
- Cc1ccc(-c2csc3nnc(SCC(=O)NCc4ccco4)n23)cc1
  -0.3, -8, 1, -10, -4, 103, 3, 4, 1, 11
- COc1ccc(C(=O)NC(C)C2CC3CCC2C3)cc1 (configuration not stated)
  -0.6, -3, -1, -20, -1, 98, -3, 3, 12, 0
- COc1ccc(CC(=O)N2CCC(c3ccccc3)C2)cc1 (configuration not stated)
  -2.6, 0, -1, -2, -4, 93, -17, 7, 5, -4
- CCC1(CC)NC(=O)N(CC(=O)OC(C)C(=O)Nc2ccc(NC(C)=O)cc2)C1=O (configuration not stated)
  -2.9, 0, 1, -6, -4, 101, -4, -2, 7, -3
- COc1cc(CN(C)CCc2ccccn2)cc(OC)c1OC
  -0.3, 15, -8, -4, 1, 92, -5, 0, 1, 0
- O=C(Nc1ccc(Cc2ccncc2)cc1)C1CCC(N2C(=O)C3CCCCC3C2=O)CC1 (configuration not stated)
  0.1, -8, 0, -9, -1, 98, 3, -1, 9, 3
- CCOc1ccc(OCC)c(NC(=O)CN2CCN(c3cccc(C)c3)C(C)C2)c1 (configuration not stated)
  0.8, 2, 6, /, 1, 97, 4, -3, 1, -6
- Cc1c(CCCN)c2ccccc2n1Cc1ccccc1
  3.0, 0, -2, -9, -3, 98, 19, 17, 9, 12
- CCCCC1CCC(C(=O)NCC(c2ccco2)N2CCOCC2)CC1 (configuration not stated)
  -0.3, -4, -1, -14, 2, 104, 0, 0, 8, 0
- COC(=O)c1ccc(Oc2cc(C)nc(NCc3ccccc3)n2)cc1
  5.0, 1, 1, /, 1, 90, -3, 1, 0, -12
